# NadD block: inhibitors of Staphylococcus aureus NadD | purified NadD enzyme, colorimetric absorbance read-out | inhibition, % at 20 µM | 0.78% of 360,000 active | AID 602399; in the data active = inhibition above about 26%; also: some compounds past the cut are filed as inactive
# MLLE-PAM2 inh: inhibitors of microRNA-mediated deadenylation, human PABP1 MLLE binding. P11940. GST-MLLE / FITC-PAM2 fluorescence polarization. inhibition, % at 20 µM. 0.36% of 360,000 active. AID 588489; in the data active = inhibition above about 35%, passing the limit was not always enough;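 also: plate controls were DMSO wells with GST-MLLE for no effect and wells lacking GST-MLLE protein for full effect; some results filed as inactive read as strong as hits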
# CSN inh: inhibitors of human CSN-mediated cullin deneddylation; Q92905; Purified CSN, SCF-Nedd8-OG deneddylation, fluorescence polarization; inhibition, % at 12.5 µM; 0.38% of 360,000 active; AID 651999;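 active = pattern-corrected inhibition above about 35%, with an unprinted fluorescence ratio check between 0.5 and 1.5, limit read from the data, passing the limit was not always enough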;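 also: 0% = enzyme with substrate and 100% = substrate without enzyme; some results filed as inactive read as strong as hits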
#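 Assay system: purified human Csn5 enzyme expressed in HEK293T cells; Input: 0.24 nM Csn5 enzyme, final concentration; Reagent: 10 nM SCFSkp2-Nedd8OG; Compound dosing: 12.5 µM single point; Times: reaction 90 min, room temperature; Technique: fluorescence polarization readout.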
# Rpn11 block: Rpn11 (human) deubiquitinase inhibition; O00487; human 26S proteasome, Ub4-pepOG fluorescence polarization; 20S core pre-blocked with epoxomicin; calls only at 20 µM; 0.59% of 360,000 active; AID 588493;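 active = inhibition at 20 µM, scaled to each plate's controls, above about 33%, limit read from the data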
# Target sequence (O00487 whole entry, looked up): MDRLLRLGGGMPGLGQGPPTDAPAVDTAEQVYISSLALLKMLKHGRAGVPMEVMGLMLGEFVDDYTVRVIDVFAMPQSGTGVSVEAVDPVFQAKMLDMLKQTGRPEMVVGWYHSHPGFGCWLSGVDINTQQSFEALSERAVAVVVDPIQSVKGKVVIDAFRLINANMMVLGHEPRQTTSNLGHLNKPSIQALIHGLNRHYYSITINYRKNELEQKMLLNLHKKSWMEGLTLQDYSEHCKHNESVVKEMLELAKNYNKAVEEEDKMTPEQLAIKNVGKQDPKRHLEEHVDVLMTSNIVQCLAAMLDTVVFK
# DNMT1 inh: DNMT1 (human) enzyme inhibition; P26358; inhibition (reported as % activation of signal), % at 10 µM; DNMT1 molecular beacon, Hinp1I cleavage, fluorescence; 0.83% of 360,000 active; in the data active = inhibition above about 50%
# Scp1 inh: Scp-1 (human) phosphatase inhibition; Q9GZU7; Recombinant Scp1, phosphopeptide, malachite green phosphate absorbance; inhibition, % at 20 µM; 0.88% of 340,000 active; AID 493091;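 active = inhibition above about 50% at 20 µM, limit read from the data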;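 also: plate controls were DMSO wells with enzyme for no effect and wells lacking enzyme for full effect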
#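 assay system = SCP-1 phosphatase catalytic domain, residues 76-261 | buffer or medium = 50 mM Tris acetate pH 5.5, 0.005% Tween-20, 10 mM MgCl2 | incubation = enzyme reaction 45 min at room temperature, colour 5 min, stabilisation 30 min | signal = Phosphate-binding colour reagent, absorbance read at 630 nm | measure = % inhibition at 20 µM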
# SUMO1 PPI mod: alters human SUMO1 binding to SIM partners; P63165; SUMO1 binding to a labelled peptide, TR-FRET, 1 h; inhibition, % at 20 µM; 0.33% of 360,000 active; in the data active = inhibition above about 37%
# STEP block: inhibitors of human striatal-enriched phosphatase STEP; AID 588621; P54829; 0.25% of 360,000 active; recombinant STEP, OMFP fluorogenic substrate, fluorescence; inhibition, % at 20 µM;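 active = inhibition at 20 µM, scaled per plate between control wells, above about 37%, limit read from the data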;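 also: 0% = DMSO with enzyme and substrate and 100% = substrate only without enzyme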
# Target sequence (P54829 whole entry, looked up): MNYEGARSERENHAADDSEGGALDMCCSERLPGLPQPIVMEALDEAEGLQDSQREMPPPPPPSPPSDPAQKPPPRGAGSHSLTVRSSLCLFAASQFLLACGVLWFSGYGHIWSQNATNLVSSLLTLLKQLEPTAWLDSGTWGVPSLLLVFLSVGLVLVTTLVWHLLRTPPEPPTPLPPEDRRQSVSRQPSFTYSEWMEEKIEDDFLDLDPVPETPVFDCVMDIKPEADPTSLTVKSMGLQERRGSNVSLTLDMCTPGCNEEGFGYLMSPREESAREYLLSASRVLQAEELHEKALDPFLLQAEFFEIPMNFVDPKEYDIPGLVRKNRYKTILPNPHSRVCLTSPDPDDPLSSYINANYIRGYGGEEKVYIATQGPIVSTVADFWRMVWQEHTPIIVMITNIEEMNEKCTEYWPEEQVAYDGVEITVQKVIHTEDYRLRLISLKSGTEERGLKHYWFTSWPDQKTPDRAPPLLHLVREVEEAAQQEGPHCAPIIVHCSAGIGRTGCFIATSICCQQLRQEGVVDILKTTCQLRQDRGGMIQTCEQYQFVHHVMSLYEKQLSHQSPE
#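 System: STEP phosphatase, cell-free reaction; Buffer or medium: Bis-Tris pH 6.0 buffer with DTT, detergent; Incubation: 20 min at room temperature, dark; Measured by: fluorescence, 480/540 nm.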
# LMPTP block: blocks human LMPTP phosphatase; AID 651560; inhibition, % at 20 µM; P24666; 0.22% of 360,000 active; recombinant LMPTP-A, OMFP fluorogenic substrate, fluorescence intensity;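 active = compounds that cut the enzyme signal by at least half of the control window in the single-dose screen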;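 also: plate controls were DMSO wells with enzyme plus substrate for no effect and substrate without enzyme for full effect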
# Target sequence (P24666 whole entry, looked up): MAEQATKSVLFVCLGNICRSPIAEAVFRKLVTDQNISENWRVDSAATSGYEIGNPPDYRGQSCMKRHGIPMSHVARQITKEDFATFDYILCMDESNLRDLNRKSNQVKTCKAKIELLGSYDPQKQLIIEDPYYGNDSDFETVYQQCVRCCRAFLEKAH
#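 Assay system: LMPTP-A phosphatase enzyme | Input: 0.625 nM enzyme | Also added: Fluorogenic phosphatase substrate OMFP at 400 µM final | Compound dosing: One test concentration per compound, 20 µM, with 3% DMSO overall | Schedule: 50 min enzyme reaction at room temperature, protected from light | Signal: Fluorescence intensity | Benchmarks: no-enzyme and uninhibited controls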
# TbMetRS inhib: blocks T. brucei methionyl-tRNA synthetase activity; purified T. brucei MetRS, ATP depletion, Kinase-Glo luminescence; AID 624268; inhibition, % at 11.9 µM; 0.4% of 360,000 active;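 active = inhibition above a per-plate cutoff of the control wells' mean inhibition plus 3 SD, cut at about 5.5% in these data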;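 also: 0% = DMSO wells median and 100% = median of wells with control inhibitor compound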
#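 Assay system: T. brucei methionyl-tRNA synthetase, purified | Medium: HEPES buffer with MgCl2, KCl, DTT, spermine, BSA, pyrophosphatase | Compound: 11.9 µM single point | Incubation: 15 min enzyme-compound preincubation, 2 h reaction, 10 min detection, 25 °C | Measured by: Kinase-Glo luciferase luminescence reporting remaining unconsumed ATP | Measure: % inhibition normalized to control-well medians | Replication: Singlicate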
# Starred values were filed as active, the others as inactive; i = inactive; nt = no result given.
SMILES,NadD block,MLLE-PAM2 inh,CSN inh,Rpn11 block,DNMT1 inh,Scp1 inh,SUMO1 PPI mod,STEP block,LMPTP block,TbMetRS inhib
CCOC(=O)C1CCCN(C(=O)c2sc(-c3ccccc3)nc2C)CC1 (stereo not drawn),-3.0,7.8,-4.6,i,5.1,nt,-4.4,-0.2,-0.1,-0.1
Cc1cc(C)n2cc(CSc3ccc(Br)cc3)nc2n1,2.6,15.4,0.9,i,-0.2,-4.0,0.6,-3.2,0.8,-0.4
Cc1cccc(OCc2n[nH]c(=S)n2Cc2ccccc2)c1,-4.6,-21.1,-0.9,i,-3.8,-4.9,2.2,1.3,-1.3,-0.6
Cc1ccc(S(=O)(=O)N2CCc3cc4c(cc3C2C)OCCCO4)cc1 (stereo not drawn),-5.8,-2.0,0.9,i,2.0,-1.4,10.0,-0.5,1.7,-0.4
CC1(C(=O)NS(=O)(=O)c2cccc(OC(F)F)c2)CCN1C(=O)COc1ccc(Cl)cc1 (stereo not drawn),-5.8,12.8,1.9,i,4.8,nt,3.5,-6.2,-1.2,-0.4
COc1ccc(NC(=O)CSc2nnnn2-c2ccc(F)cc2)cc1,-6.5,-6.9,3.6,i,1.5,-3.0,0.3,0.4,-0.5,-0.1
CCOC(=O)c1c(NC(=O)CSc2cn(CC)c3ccccc23)sc2c1CCC2,-0.2,3.0,-7.6,i,-1.0,-11.9,4.7,3.3,4.1,-0.3
O=C(NCc1cccnc1)c1ccccc1CCc1ccccc1,-3.0,-14.0,1.1,i,-0.4,14.7,-0.9,-0.3,-1.2,-0.8
Cn1cnc(S(=O)(=O)N2CCCCC2c2cc(C(=O)NCc3ccc(F)cc3)no2)c1 (stereo not drawn),-1.4,7.1,1.3,i,3.4,nt,4.8,1.5,0.1,0.0
O=C(CNCc1ccccn1)Nc1cc(S(=O)(=O)N2CCCCC2)ccc1Cl,7.7,3.0,-3.8,i,0.4,4.2,3.0,-1.6,0.0,-0.5

# Structures shown so far with an aryl thioether with sulfur outside any ring:
SMILES,NadD block,MLLE-PAM2 inh,CSN inh,Rpn11 block,DNMT1 inh,Scp1 inh,SUMO1 PPI mod,STEP block,LMPTP block,TbMetRS inhib
Cc1cc(C)n2cc(CSc3ccc(Br)cc3)nc2n1,2.6,15.4,0.9,i,-0.2,-4.0,0.6,-3.2,0.8,-0.4
COc1ccc(NC(=O)CSc2nnnn2-c2ccc(F)cc2)cc1,-6.5,-6.9,3.6,i,1.5,-3.0,0.3,0.4,-0.5,-0.1
CCOC(=O)c1c(NC(=O)CSc2cn(CC)c3ccccc23)sc2c1CCC2,-0.2,3.0,-7.6,i,-1.0,-11.9,4.7,3.3,4.1,-0.3

# Carrying on:
SMILES,NadD block,MLLE-PAM2 inh,CSN inh,Rpn11 block,DNMT1 inh,Scp1 inh,SUMO1 PPI mod,STEP block,LMPTP block,TbMetRS inhib
Cc1csc(NC(=O)CS(=O)(=O)c2ccccc2)n1,-0.2,-11.4,-3.1,i,8.2,-4.0,-1.5,-3.5,-0.6,2.3
CC(C)Cc1nnc(NC(=O)CCC(=O)N2CCN(Cc3ccc(F)cc3)CC2)s1,-9.5,9.2,1.7,i,-2.7,-4.7,-0.5,3.8,-0.7,-0.1
COc1nc(/C=C/N(C)C)c([N+](=O)[O-])c(OC)n1,-4.4,-5.8,-2.1,i,-3.5,-12.6,-27.9,2.2,-0.4,-0.4
Clc1ccc(CSc2nnc(CNc3cccc(Cl)c3)o2)cc1,-1.5,-3.7,1.6,i,-4.7,-14.2,0.9,1.2,2.0,-0.6
CC1CN(C(=O)Nc2ccc3c(c2)OCO3)CC(C)O1 (stereo not drawn),0.9,12.7,1.8,i,-11.1,-8.4,-2.6,-2.8,2.3,0.4
CCC(Oc1ccccc1)C(=O)Nc1ccc(S(=O)(=O)N2CCOCC2)cc1 (stereo not drawn),-4.8,-5.7,1.3,i,-9.9,-12.2,2.0,-1.6,-0.6,-0.3
COc1ccc2cc(C(=O)NCCc3ccccc3)[nH]c2c1,-3.2,8.7,-0.5,i,2.4,-12.8,4.7,-2.4,-0.4,-0.4
N#CC(c1ccccc1)C(CC(=NO)c1ccccc1)c1ccccc1 (stereo not drawn),-9.7,-15.2,-1.4,i,0.8,nt,7.4,-0.4,1.8,0.1
CCOC(=O)c1cnc(SCCc2ccccc2)nc1N,-6.2,6.5,3.8,i,-7.0,-1.3,1.8,3.1,1.2,-1.1
COCCCN1C(=O)c2[nH]nc(-c3ccccc3O)c2C1c1ccc(Cl)cc1 (stereo not drawn),7.2,-1.4,-1.4,i,-3.9,-10.4,15.6,10.2,1.3,-0.6
COc1cc(NC(=S)N2CCN(C(=O)C3CCCO3)CC2)c(OC)cc1Cl (stereo not drawn),-1.6,-18.1,-6.1,i,-2.6,-3.9,3.9,18.6,-0.6,-0.5
O=C(Cn1nc(C(F)F)cc1C(F)F)NNC(=S)Nc1ccc([N+](=O)[O-])cc1,-5.3,29.3,0.5,i,-1.5,-6.4,-13.4,-1.1,-0.4,-0.5
CCCn1c(SC(C(=O)Nc2cccc(OC)c2)c2ccccc2)nc2ccccc2c1=O (stereo not drawn),-5.0,-8.8,-12.9,i,-4.1,-10.7,2.5,2.4,0.4,0.2
CCOCCCNC(=O)C(c1ccc(Cl)cc1)N1CCN(c2ccccc2)CC1 (stereo not drawn),1.4,10.9,-7.1,i,-0.4,-9.8,-0.8,-2.0,0.1,-0.8
Cc1ccc(S(=O)(=O)N2CCC(C(=O)C3C(=O)CC(C)(C)CC3=O)CC2)cc1,-1.9,-3.2,4.0,i,-3.2,-1.4,2.7,-0.3,-1.4,-1.3
N=c1c(C(=O)NCC2CCCO2)cc2c(=O)n3ccccc3nc2n1Cc1ccco1 (stereo not drawn),-6.8,3.1,6.5,i,4.9,-3.4,-23.4,2.6,1.7,0.1
O=C(CSc1nc2ccccc2[nH]1)Nc1cccc(S(=O)(=O)N2CCOCC2)c1,3.2,-22.7,1.6,i,0.5,6.0,12.5,1.6,1.1,40.4*
CSc1nnc(NC(=O)c2ccc(S(=O)(=O)N(C)C)cc2)s1,-8.3,-13.3,-2.7,i,4.0,-2.7,0.4,0.9,0.2,-1.0
O=C(NCc1ccncc1)C1CCCN1S(=O)(=O)c1ccc(Cl)cc1 (stereo not drawn),-6.4,8.0,-6.6,i,0.4,0.9,5.1,-0.6,-0.6,-0.3
C#CCSc1nnnn1-c1ccc(OCC)cc1,-2.6,-10.2,0.7,i,-0.1,-10.5,-13.8,3.1,-0.1,1.7
CCC(=O)c1ccc(NC(C)=O)cc1O,-1.7,2.8,-0.2,i,-0.5,-10.7,-1.1,-1.4,-0.1,-0.7
COC(=O)c1ccc(COC(=O)CNC(=O)c2cccs2)cc1,-6.4,11.9,0.6,i,3.3,1.1,1.9,-0.7,-2.0,-0.5
C[C@]12C(=O)N(c3ccc(C(F)(F)F)cc3)C(=O)N1[C@H]1c3ccccc3OC[C@@H]1[C@H]2c1ccccc1,12.1,-2.7,-0.9,i,-1.8,-11.4,0.5,0.0,0.1,-0.6
COc1cc(OC)cc(N(C(=O)CNC(=O)c2cccs2)C(C(=O)NCC2CCCO2)c2ccc(OC)c(OC)c2)c1 (stereo not drawn),-0.1,0.7,-2.6,i,-1.5,-6.4,-0.1,-0.1,-2.2,-0.3
C/C(=N\Nc1nccnc1Cl)c1ccc(O)cc1,-1.2,4.6,0.8,i,-1.2,-6.2,-15.4,-3.1,-1.7,-1.5
CCCCC(=O)Nc1ccc(C(=O)NNC(=O)c2ccccc2Br)cc1,5.7,2.4,-4.3,i,1.1,5.9,4.3,-2.3,0.4,-0.8
S=c1[nH]nc(COc2ccccc2)n1/N=C/c1ccco1,1.9,-71.5,-4.0,i,2.6,-0.8,-2.3,1.7,-3.0,-0.8
CC(c1nccs1)N(C)C(=O)CCc1nnc(-c2ccc(-c3ccccc3)cc2)o1 (stereo not drawn),-0.6,-1.2,1.1,i,-1.5,-16.3,2.4,2.9,-0.2,-0.2
CC12c3ccccc3C(c3ccccc31)C1C(=O)N(Cc3cccnc3)C(=O)C12 (stereo not drawn),1.3,0.2,1.6,i,0.8,-3.7,-3.0,-2.0,-0.3,-0.8
Cc1ccc(S(=O)(=O)N[C@@H](C)C(=O)OCC(=O)N2c3ccccc3NC(=O)C2(C)C)cc1,-5.3,-5.2,-4.5,i,-2.1,-9.8,2.4,2.0,-2.1,0.2
COc1ccccc1CNC(=O)C1CC(c2ccc([N+](=O)[O-])cc2)=NO1 (stereo not drawn),-4.6,15.1,5.2,i,6.8,-5.0,-41.2,-0.8,0.0,-0.3
CC(=O)c1ccc(C(=O)N2CCCC(CCC(=O)N(C)CCc3ccccn3)C2)s1 (stereo not drawn),-1.1,8.6,4.2,i,1.9,-5.3,1.9,0.7,-0.5,0.1
COc1ccc(OC)c(NC(=O)c2ccc3c(=O)n(CCc4ccccc4)c(=S)[nH]c3c2)c1,25.8,-41.9,2.0,i,30.0,-30.4,-0.6,-1.1,-0.4,-0.3
COc1ccc(Cl)cc1NC(=O)CN(C)C(=O)c1sccc1-c1ccccc1,-6.9,-8.7,1.2,i,2.5,-9.8,-3.8,-1.1,2.5,0.3
O=S(=O)(NCc1cc(-c2ccc(Cl)cc2)no1)c1ccc(Cl)cc1,-0.5,7.2,1.1,i,-5.3,-13.2,-2.1,2.6,2.1,0.2
CN(CC(=O)O/N=C(\N)c1ccc([N+](=O)[O-])cc1)S(=O)(=O)c1ccc2ccccc2c1,-7.0,-0.1,-0.3,i,-1.0,-19.9,-19.4,-0.2,1.9,-1.1
CCOC(=O)Cn1c(=O)c2c(nc3n2CCCN3Cc2ccccc2)n(C)c1=O,-6.1,-10.0,-2.0,i,-0.7,-6.0,6.2,-0.8,0.8,-0.6
Cc1cc(C)c(C)c(S(=O)(=O)N[C@@H](C)C(=O)OCC(=O)NC2CCCC(C)C2C)c1C (stereo partly drawn),-4.2,-5.1,1.0,i,4.1,-6.8,5.5,-2.6,0.3,-0.2
NC(=O)CSc1nnc(CNc2cccc(Cl)c2)n1CCc1ccccc1,-6.0,-53.1,1.4,i,0.0,2.4,-0.4,-1.3,-0.5,-0.2

# Screens (PubChem BioAssay)
